# TRPML3 agonist: human mucolipin-3 channel agonism. HEK293 TRPML3-YFP, Fluo-8 calcium fluorescence; 100% = the carbachol control signal. AID 1448. 220,000 tested, 0.29% active. activation, % at 3 µM;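 active means activation above its plate's cutoff, the mean activation of the plate's test wells plus 3 SD, cut at about 12% in these data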;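 further: 0% = DMSO only wells and 100% = carbachol wells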
# Target sequence (Q8TDD5 whole entry, looked up): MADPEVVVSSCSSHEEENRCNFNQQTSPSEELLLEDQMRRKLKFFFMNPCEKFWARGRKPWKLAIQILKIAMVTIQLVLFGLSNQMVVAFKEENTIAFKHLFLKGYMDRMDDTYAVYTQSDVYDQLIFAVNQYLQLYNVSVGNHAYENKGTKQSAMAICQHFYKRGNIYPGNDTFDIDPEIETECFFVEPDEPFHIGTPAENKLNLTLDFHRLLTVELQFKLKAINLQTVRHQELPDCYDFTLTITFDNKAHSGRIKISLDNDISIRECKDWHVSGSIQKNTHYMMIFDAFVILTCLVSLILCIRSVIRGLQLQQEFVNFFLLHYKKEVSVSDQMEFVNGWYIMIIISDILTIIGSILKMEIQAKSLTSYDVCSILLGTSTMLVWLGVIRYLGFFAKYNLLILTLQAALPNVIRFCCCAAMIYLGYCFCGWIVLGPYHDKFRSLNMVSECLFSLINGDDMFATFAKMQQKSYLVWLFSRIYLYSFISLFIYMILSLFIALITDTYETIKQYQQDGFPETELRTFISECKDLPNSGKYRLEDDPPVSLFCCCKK
#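 Test system: HEK293 cells stably carrying human TRPML3-YFP; Doses: single dose, 3 µM final nominal compound, 0.3% DMSO final; Schedule: dye loading 1 h 37 °C then 30 min ambient, 125 s read; Technique: Fluo-8 calcium fluorescence; Benchmarks: high control carbachol 87 µM, low control DMSO.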
# PPC-1+TRAIL kill: PPC-1 cancer cell killing with TRAIL present; PPC-1 cells + TRAIL, ATPLite viability luminescence; 220,000 tested, 0.41% active; cell killing (% activity), % at 4 µM;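 active means cell killing above 50% in the first pass at 4 µM, then a duplicate retest at 5 µM averaging 50% or more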;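 further: plate controls were cells with TRAIL plus DMSO for no effect and medium-only wells lacking cells for full effect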
# EP2 modulator: EP2 receptor (human) modulation | induction, % at 25 µM | 260,000 tested, 0.83% active | EP2-expressing cells, cAMP HTRF FRET, PGE2 co-stimulation | P43116;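 active means compounds whose cAMP rise, as percent of the full-agonist control response, exceeds 60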;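 further: rat C6 glioma line stably carrying human EP2 under a CMV promoter; the protocol text gives 20 µM as final concentration; 100% = response of wells given 1 µM PGE2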
# NPY1 pot ag: human NPY-Y1 potentiation or agonism, primary screen; P25929; NPY-Y1 expressing cells, potentiator/agonist activation; activation, % at 3.6 µM; 220,000 tested, 0.37% active; AID 1304; in the data active means activation above about 33%, passing the limit was not always enough;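 further: cells stimulated with NPY at EC10 then isoproterenol at EC100; 0% = low agonist plus stimulus and 100% = saturating agonist plus stimulus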
# Target sequence (P25929 whole entry, looked up): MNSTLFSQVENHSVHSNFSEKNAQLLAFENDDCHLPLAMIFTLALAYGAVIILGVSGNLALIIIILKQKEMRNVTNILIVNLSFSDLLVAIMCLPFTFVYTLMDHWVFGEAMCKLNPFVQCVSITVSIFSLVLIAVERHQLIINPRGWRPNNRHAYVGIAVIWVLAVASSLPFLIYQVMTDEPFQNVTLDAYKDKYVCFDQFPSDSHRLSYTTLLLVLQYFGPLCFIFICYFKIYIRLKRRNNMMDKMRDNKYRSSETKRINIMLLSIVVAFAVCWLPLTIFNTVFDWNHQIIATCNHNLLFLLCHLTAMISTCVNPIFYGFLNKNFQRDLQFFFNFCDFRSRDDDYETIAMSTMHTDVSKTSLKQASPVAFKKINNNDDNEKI
# NPY-Y1 antag: NPY-Y1 (human) receptor antagonism | P25929 | HEK293-CNG Y1 cells, membrane potential fluorescence; NPY at EC95, then isoproterenol | inhibition, % at 3.6 µM | 200,000 tested, 1% active;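 active means inhibition above the campaign mean inhibition of all tested compounds plus 3 SD, cut at about 20% in these data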;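 further: 0% = DMSO wells given NPY plus isoproterenol and 100% = isoproterenol alone without NPY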
#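 System: HEK293 cells with Y1 receptor plus CNG channel / Probe or stimulus: NPY 25 nM then isoproterenol 1 µM plus Ro 20-1724 25 µM / Compound: one concentration, 3.6 µM, in 0.4% DMSO / Schedule: compound incubation 1 h at room temperature, readout 45 min post-stimulation / Measured by: membrane potential fluorescence / Read-out: % inhibition of NPY effect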
# PGE2 EP2 inh: blocks the human prostaglandin E2 receptor EP2; C6 glioma cells expressing human EP2, cAMP TR-FRET; cells stimulated with saturating PGE2; inhibition, % at 25 µM; 260,000 tested, 0.52% active;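 active means percent inhibition above 40 after rounding to a whole number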;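 further: rat C6 glioma host cells with rolipram phosphodiesterase inhibitor present; the protocol text gives 20 µM as final concentration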
# CHOP inhibitor: CHOP inhibition in unfolded protein response; inhibition, % at 10 µM; CHO-K1 CHOP-promoter luciferase, tunicamycin-induced, 15-18 h; AID 2732; 220,000 tested, 3.8% active;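 active means compounds that reduced the stress-induced luciferase reporter signal by more than about 70% of percent inhibition, limit read from the data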;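 further: 0% = tunicamycin plus vehicle and 100% = wells without tunicamycin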
# 14-3-3 Bad PPI: disrupts binding of bovine 14-3-3 zeta to phospho-Bad peptide. P63103. TR-FRET 14-3-3zeta/Dy647-pBad peptide displacement, 1 h. AID 781. inhibition, % at 21.7 µM. 220,000 tested, 0.71% active;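 active means inhibition above about 70%, limit read from the data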;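 further: 0% = full 14-3-3 plus peptide FRET controls and 100% = background without 14-3-3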
# zfTRPN1 agonist: activates the zebrafish TRPN1 channel. HEK293 zebrafish TRPN1-YFP, Fluo-8 calcium fluorescence; 100% = response to 87 µM carbachol. activation, % at 3 µM. 220,000 tested, 0.18% active. AID 1424;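 active means activation above its plate's cutoff, the mean activation of test wells on that plate plus 3 SD, cut at about 19% in these data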;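 further: 0% = DMSO alone and 100% = 87 µM carbachol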
#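 Control set: carbachol 87 µM as high control, DMSO as low control; system: HEK293 stable line with zebrafish TRPN1-YFP; read-out: % activation versus carbachol response; detection: intracellular calcium fluorescence with Fluo-8; doses: single test compound dose, 3 µM nominal, 0.3% DMSO; schedule: dye 1 h 37 °C plus 30 min RT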
# * = called active by the depositor; . = no result given; [ ] = remark or other dose. Not all compounds are listed; rates above refer to the full screens.
no. | compound | TRPML3 agonist | PPC-1+TRAIL kill | EP2 modulator | NPY1 pot ag | NPY-Y1 antag | PGE2 EP2 inh | CHOP inhibitor | 14-3-3 Bad PPI | zfTRPN1 agonist
1 | Cc1ccc(NC(=O)C2(c3cccs3)CCOCC2)cc1C | -0.7 | 22.0 | 18.7 | 9.6 | -1.5 | 1.5 | -12.6 | 5.6 | 0.9
2 | C[C@@H]1CC[C@@]2(O[C@H](CCO)C[C@@H](O)[C@@H]2O)O1 | 0.5 | 7.1 | 17.0 | -10.8 | -2.2 | 9.7 | -0.1 | -1.0 | 1.7
3 | CC1CN(C(=O)/C=C/c2ccccc2[N+](=O)[O-])CC(C)O1 (configuration not stated) | 1.3 | 11.1 | -8.9 | -0.7 | -1.2 | 5.1 | 12.1 | -3.7 | 5.6
4 | COCCNC(=O)/C(C#N)=C/c1c(F)cccc1Cl | 0.9 | 21.3 | 14.1 | 12.7 | -0.1 | 4.2 | -6.8 | -8.8 | 2.4
5 | CN1c2ccccc2-c2nc3ccccc3n2C1c1cccs1 (configuration not stated) | -1.0 | 25.0 | 34.8 | 1.5 | 4.4 | 4.0 | -13.0 | 5.5 | -3.2
6 | O=C(CNS(=O)(=O)c1ccc(F)c(Cl)c1)N1CCCCCC1 | -0.1 | 19.6 | 9.2 | -0.4 | -3.5 | 7.2 | -0.6 | 7.9 | 0.7
7 | COc1ccc(CCNC(=O)CC(c2ccccc2)c2cccc(C)c2O)cc1OC (configuration not stated) | -1.2 | -14.2 | -22.0 | -7.0 | 1.5 | 6.4 | 22.4 | 2.8 | -0.8
8 | Cc1cccc(NC(=S)N(CCCN2CCOCC2)C(C)c2cc3ccccc3o2)c1 (configuration not stated) | 0.4 | -1.6 | 22.6 | -22.8 | 0.2 | 8.3 | 11.6 | -2.4 | -0.1
9 | O=C1CC(c2ccncc2)c2cc3c(cc2N1)OCO3 (configuration not stated) | 0.6 | 18.1 | 10.3 | -5.9 | -0.9 | 4.2 | 10.5 | 3.7[fluorescence artefact?] | -0.7
10 | C/C(=N\NC(N)=O)c1ccc(-n2ccnc2)cc1 | 0.6 | 30.6 | -3.2 | 12.2 | 5.4 | 8.0 | 3.0 | -12.5 | 1.1
11 | O=c1[nH]cnc2c1C(c1ccccc1[N+](=O)[O-])c1c(nc[nH]c1=O)O2 | 0.4 | -12.2 | 0.3 | 7.3 | 5.5 | 6.2 | 6.5 | 15.3[fluorescence artefact?] | -0.5
12 | CCOC(=O)C1=C(C)NC(C)=C(C(=O)OCC)C1C(=O)OCC(=O)N1c2ccccc2CC1C (configuration not stated) | -1.1 | -0.9 | 2.3 | 8.4 | -4.7 | 6.2 | 48.4 | 3.4 | -2.2
13 | CCOC(=O)CSc1nc(=O)n2ccccc2n1 | -1.6 | -7.2 | -9.1 | 68.5* | 6.5 | 4.5 | 2.8 | -4.8 | 0.4
14 | Cc1cc(C)nc(SCC(=O)Nc2ncccn2)n1 | 1.0 | 8.1 | -4.1 | -32.2 | -1.1 | 12.0 | -4.5 | -5.3 | 3.5
15 | CCOc1cccc(C(=O)NC(=S)Nc2cccnc2)c1 | -0.2 | 6.8 | -68.1 | 4.5 | 2.4 | 10.4 | 11.2 | -10.3 | 0.0
16 | C=CCn1c(=S)[nH]c2nc3c(cc2c1=O)COC(C)(C)C3 | 0.1 | -0.3 | -0.1 | 11.6 | 0.3 | 9.5 | 11.8 | 3.9 | 0.3
17 | Cc1ccc(NC(=O)CN2C(=O)S/C(=C\c3cccn3-c3cccc(C(=O)O)c3)C2=O)c(C)c1 | 0.5 | -1.0 | 8.7 | -9.2 | 2.6 | 12.5 | 35.7 | 0.9 | 1.6
18 | CN(CCOCCOc1ccc2ccccc2c1)Cc1ccccc1 | 1.6 | -7.3 | -36.7 | -30.2 | 7.2 | 13.3 | 71.4* | -2.7 | -0.1
19 | CCn1nc(C)c(/C=N/NC(=O)Cn2nccc2C)c1C | 0.1 | 24.5 | -14.6 | 1.3 | -3.2 | 3.2 | -13.5 | -6.7 | -0.4
20 | COc1cc(C)c(Cl)cc1S(=O)(=O)NCCN1CCOCC1 | 0.0 | 7.0 | -4.7 | 8.1 | -4.0 | 5.7 | 26.4 | -4.2 | 1.5
21 | Brc1ccc(-n2cccc2/C=N/n2cnnc2)cc1 | 0.9 | 12.9 | 30.8 | -31.6 | 2.0 | 17.1 | 49.1 | 12.9 | 1.7
22 | c1ccc(C(c2c[nH]c3ccccc23)c2c[nH]c3ccccc23)nc1 | 3.1 | 2.6 | -11.2 | 14.4 | -8.9 | 9.7 | 56.9 | -5.6[fluorescence artefact?] | 5.2
23 | COc1cccc(NC(=O)C2C3C=CC4(O3)C2C(=O)N(C(C)C)C4C(=O)NC2CCCCC2C)c1 (configuration not stated) | 1.3 | 10.8 | 19.5 | 4.6 | -1.7 | 7.9 | -1.4 | 5.9[fluorescence artefact?] | 1.5
24 | CSc1nc(N)c(C(=O)NC2CCCCC2)s1 | -0.1 | 17.8 | -28.9 | -8.1 | . | 15.2 | -2.5 | 0.3 | -0.3
25 | Cc1nc2nc(SCC(=O)NCc3ccco3)nn2c(C)c1Cc1ccccc1 | 0.6 | 13.0 | -10.0 | -5.2 | 3.9 | . | 13.3 | . | -0.7
26 | O=C(Nc1ccccc1F)c1ccc(COc2ccc(Cl)cc2Cl)o1 | 0.5 | 11.1 | -22.5 | -60.3 | 18.7 | 8.4 | 14.7 | -1.0 | -1.1
27 | COc1ccc(CN(C)CC(=O)Nc2ccccc2C(F)(F)F)cc1 | -0.1 | 7.9 | 3.9 | 2.4 | -4.7 | 10.1 | -0.6 | 6.0 | -1.1
28 | CC(C)[C@H](NC(=O)c1ccccc1Cl)C(=O)OCc1cc([N+](=O)[O-])cc2c1OCOC2 | 0.1 | -9.3 | -7.9 | -16.9 | 9.0 | 10.2 | 1.7 | 17.6 | -0.1
29 | O=C(NCc1cccs1)c1cnc(Cl)c(Cl)c1 | 0.1 | 18.8 | 4.5 | 4.0 | 4.0 | 2.0 | -31.9 | -2.4 | 0.7
30 | COc1cc(/C=C(/NC(C)=O)C(=O)O)cc(Cl)c1OCc1ccc(Br)cc1 | -0.4 | 12.6 | -2.9 | 18.1 | . | 5.8 | 6.0 | 2.0 | -0.5
31 | O=C(c1ccccc1F)N(NC(=O)C(O)(c1ccccc1)c1ccccc1)c1ccccc1 | 18.2* | 14.0 | 26.6 | -47.1 | 39.0* | 12.1 | 13.2 | -3.6[fluorescence artefact?] | -2.6
32 | O=C1N(Cc2cccc(Cl)c2)C[C@@H]2C[C@@H](c3ccsc3)N3CCC[C@@]123 | 0.4 | -10.9 | 3.8 | 3.5 | 28.7* | 1.2 | 4.6 | -6.3 | -0.8
33 | CC(=O)NC(C1C(=O)CC(C)(C)CC1=O)(C(F)(F)F)C(F)(F)F | 0.8 | 19.6 | 8.2 | 0.6 | -4.0 | 7.5 | 1.1 | -4.4 | -1.3
34 | Cc1ccc2nsnc2c1NC(=O)CCc1ccccc1 | -0.6 | 7.2 | -9.4 | 2.5 | 0.7 | 8.8 | -21.0 | 4.4 | 0.3
35 | CCCn1nc(NC(=O)c2cccs2)c2cc3cc(OC)ccc3nc21 | -0.7 | 12.8 | -40.8 | 3.1 | -11.6 | 10.2 | 29.2 | 91.7*[fluorescence artefact?] | 0.0
36 | Cc1[nH]nc(N2CCCCC2)c1[N+](=O)[O-] | 0.5 | 24.8 | 17.9 | -6.8 | 2.3 | 6.2 | -6.4 | 7.3 | 0.1
37 | O=C(CNC(=O)C1CCCCC1)OCn1nnc2ccccc2c1=O | 0.2 | 10.5 | 54.0 | 3.9 | 1.4 | 5.2 | 36.3 | -10.4 | -0.1
38 | Cc1csc2ncc(C(=O)NCc3ccccn3)c(=O)n12 | -0.2 | 10.4 | 24.5 | -16.5 | -1.4 | 7.6 | 23.6 | 12.5 | 1.8
39 | CN1CCN(S(=O)(=O)c2ccc(NC(=S)NC(=O)c3ccccc3)cc2)CC1 | 1.4 | 8.3 | -21.3 | -13.1 | 9.3 | 10.8 | 26.7 | -2.7[fluorescence artefact?] | 0.9
40 | COc1cc(NC(=O)COC(C)=O)cc(OC)c1OC | 0.3 | 15.1 | 3.9 | 1.9 | -2.5 | 4.0 | -0.4 | -6.8 | 1.5
41 | O=C(CCc1nc2ccccc2[nH]1)NC1CCCCC1 | 0.0 | 11.2 | 16.0 | 2.8 | 4.0 | 11.2 | -8.7 | -0.5 | 0.2
42 | C/C=C\C(=O)Nc1cccc(C2=NOC3(C2)C[C@@H](C(N)=O)N(C(=O)C2(C)CC2)C3)c1 (some centres not stated) | . | 4.0 | 8.0 | . | . | 1.3 | 5.0 | -4.2 | .
43 | CC(C)c1ccc(/C=N/Nc2ccc(C(=O)O)cc2)cc1 | 0.0 | 39.0 | 42.9 | 7.7 | 6.8 | 8.1 | 84.2* | -7.8 | -0.2
44 | CCOC(=O)c1sc(Nc2nc3cc4c(cc3s2)OCO4)cc1C | 0.6 | 4.9 | -11.8 | 21.1 | -1.2 | 9.4 | 98.1* | 16.6[fluorescence artefact?] | -0.8
45 | C=CCOC(=O)C1=C[C@H](c2cn(C(C)=O)c3ccccc23)C[C@H](OCc2ccc(CO)cc2)O1 | 1.2 | 3.6 | -19.1 | -12.6 | 1.9 | 9.5 | 5.0 | 5.2 | 4.8
46 | O=S(=O)(Nc1ccc(Cl)c(C(F)(F)F)c1)c1cnc[nH]1 | 0.2 | -19.5 | 1.7 | 12.3 | 2.0 | 9.1 | 1.6 | 1.2 | 0.9

# Compounds listed so far that have a thiophene ring, fused or not:
no. | compound | TRPML3 agonist | PPC-1+TRAIL kill | EP2 modulator | NPY1 pot ag | NPY-Y1 antag | PGE2 EP2 inh | CHOP inhibitor | 14-3-3 Bad PPI | zfTRPN1 agonist
1 | Cc1ccc(NC(=O)C2(c3cccs3)CCOCC2)cc1C | -0.7 | 22.0 | 18.7 | 9.6 | -1.5 | 1.5 | -12.6 | 5.6 | 0.9
5 | CN1c2ccccc2-c2nc3ccccc3n2C1c1cccs1 (configuration not stated) | -1.0 | 25.0 | 34.8 | 1.5 | 4.4 | 4.0 | -13.0 | 5.5 | -3.2
29 | O=C(NCc1cccs1)c1cnc(Cl)c(Cl)c1 | 0.1 | 18.8 | 4.5 | 4.0 | 4.0 | 2.0 | -31.9 | -2.4 | 0.7
32 | O=C1N(Cc2cccc(Cl)c2)C[C@@H]2C[C@@H](c3ccsc3)N3CCC[C@@]123 | 0.4 | -10.9 | 3.8 | 3.5 | 28.7* | 1.2 | 4.6 | -6.3 | -0.8
35 | CCCn1nc(NC(=O)c2cccs2)c2cc3cc(OC)ccc3nc21 | -0.7 | 12.8 | -40.8 | 3.1 | -11.6 | 10.2 | 29.2 | 91.7*[fluorescence artefact?] | 0.0
44 | CCOC(=O)c1sc(Nc2nc3cc4c(cc3s2)OCO4)cc1C | 0.6 | 4.9 | -11.8 | 21.1 | -1.2 | 9.4 | 98.1* | 16.6[fluorescence artefact?] | -0.8
